CHT allo act: allosteric activators of human choline transporter CHT | Q9GZV3 | CHT-expressing cells, membrane potential dye, choline EC20; hits give high values; LV-AA mutant CHT in HEK293 cells | B-score at 10 µM | hit rate 0.49% among 310,000 | AID 488977;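 active = initial fluorescence not abnormally high and integrated response B-score, plate-corrected, over 3 SD above library mean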
Target sequence (Q9GZV3 whole entry, looked up): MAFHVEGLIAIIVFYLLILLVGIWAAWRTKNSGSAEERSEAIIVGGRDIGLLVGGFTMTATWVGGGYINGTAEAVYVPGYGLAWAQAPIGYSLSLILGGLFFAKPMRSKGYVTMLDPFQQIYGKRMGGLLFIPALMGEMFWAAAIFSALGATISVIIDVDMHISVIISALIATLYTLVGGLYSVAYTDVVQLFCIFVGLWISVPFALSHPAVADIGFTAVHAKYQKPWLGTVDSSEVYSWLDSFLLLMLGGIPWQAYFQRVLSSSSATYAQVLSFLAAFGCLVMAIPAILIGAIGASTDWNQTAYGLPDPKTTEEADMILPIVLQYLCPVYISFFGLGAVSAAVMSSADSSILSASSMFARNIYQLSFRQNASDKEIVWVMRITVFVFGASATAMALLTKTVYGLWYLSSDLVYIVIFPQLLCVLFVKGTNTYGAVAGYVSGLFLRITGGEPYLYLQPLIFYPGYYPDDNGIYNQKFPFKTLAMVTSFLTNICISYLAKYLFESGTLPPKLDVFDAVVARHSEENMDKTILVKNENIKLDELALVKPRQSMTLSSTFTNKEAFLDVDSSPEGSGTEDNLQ
CHT block: inhibits the human high affinity choline transporter; B-score at 10 µM; CHT-expressing cells, membrane potential dye, choline response; hits give low values; hit rate 0.86% among 310,000;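 active = B-score over 3 SD under the library average, and starting fluorescence ratio not unusually high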;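 note: choline stimulus applied at its EC90 after an EC20 pre-addition; B-score computed on integrated fluorescence ratio after choline addition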
Calls only; i = inactive.

Below each compound: CHT allo act | CHT block
> Cc1ccnc(NC(=O)c2cc(S(=O)(=O)N3CCCCC3)ccc2Cl)c1
→ i | i
> CCCNc1nc(N2CCCC2)nc(N2CCCC2)n1
→ i | i
> COc1ccc(C2=NOC3(CC(=O)N(c4ccc(Cl)cc4)C3=O)C2)c(OC)c1 (stereo not given)
→ i | i
> CCCCC(CC)CNC(=O)CN(C)S(=O)(=O)c1cccc2nsnc12 (stereo not given)
→ i | i
> COc1ccc(NC(=S)Nn2cnnc2)cc1OC
→ i | i
> Cc1ccc2nc(-c3cccc(S(=O)(=O)N4CC(C)OC(C)C4)c3)cn2c1 (stereo not given)
→ i | i
> NCCNc1ccc([N+](=O)[O-])c(NC2CC2)c1
→ i | i
> CCN(CCNC(=O)CC1Oc2ccccc2NC1=O)c1ccccc1 (stereo not given)
→ i | i
> CC(C)(C)c1cc(C(=O)NCc2ccco2)ccn1
→ i | i
> COc1cccc(CNC(=O)CCl)c1
→ i | i
> Cc1nn(CC(=O)Nc2ccc(C(=O)N3CCCC3)cc2)c(=O)c2ccccc12
→ i | i
> O=C(NCc1ccco1)C1CCCN(c2nnc(-n3cccc3)s2)C1 (stereo not given)
→ i | i
> Nc1nc(NCCN2CCOCC2)nc(NCc2ccccc2)c1[N+](=O)[O-]
→ i | i
> CC(=O)N1CCOc2ccc(S(=O)(=O)NCCc3cccc(C)c3)cc21
→ i | i
> O=C(NC1CCCCC1)C(c1ccco1)N(C(=O)C(F)(F)F)C1CC1 (stereo not given)
→ i | i
> CN(C)CCCNC(=O)c1cc(C(=O)Cc2ccccc2)c[nH]1
→ i | i
> Cc1nn(C)c(C)c1CCC(=O)N1CCCC(C(=O)c2cccc(OC(C)C)c2)C1 (stereo not given)
→ i | i
> COc1cccc(NC(=S)N2CCCN(Cc3ccc(F)cc3)C2)c1
→ i | i
> CS(=O)(=O)N(CC(=O)N1CCCCC1)c1cccc(F)c1
→ i | i
> CC12CCC(C(=O)NCc3ccc4c(c3)OCO4)(OC1=O)C2(C)C (stereo not given)
→ i | i
> COC(=O)c1ccccc1Nc1ccccc1
→ i | i
> Cc1ccc(NC(=O)CS(=O)CC(=O)N(c2ccccc2F)C(C)C(=O)NC2CCCC2)cc1 (stereo not given)
→ i | i
> COc1ccc(C2CC3(O)NC(=O)C(C#N)(C3C)C2(C#N)C#N)cc1 (stereo not given)
→ i | i
> COc1ccccc1Nc1nc(-c2cccs2)cs1
→ i | i
> CC(C)(C)c1ccc(OCc2nc(-c3ccccn3)no2)c(Br)c1
→ i | i
> O=C(Cc1ccccc1)Nc1ccnn1C1CCN(Cc2ccc(CO)o2)CC1
→ i | i
> O=C(COc1ccc2ccccc2c1)NC1=NCCS1
→ i | i
> Cc1nnc(CN(C)C(=O)c2cc(COc3ccc(C)c(C)c3)on2)o1
→ i | i
> O=C(C1CCN(S(=O)(=O)c2cccc3nsnc23)CC1)N1CCCc2ccccc21
→ i | i
> CC1(C)Cc2c(sc3ncnc(NNC(=S)NCc4ccccc4)c23)CO1
→ i | i

Reformatted field by field: entries from further up
> NCCNc1ccc([N+](=O)[O-])c(NC2CC2)c1
  CHT allo act: i	CHT block: i
> COc1ccc(C2CC3(O)NC(=O)C(C#N)(C3C)C2(C#N)C#N)cc1 (stereo not given)
  CHT allo act: i	CHT block: i
> O=C(Cc1ccccc1)Nc1ccnn1C1CCN(Cc2ccc(CO)o2)CC1
  CHT allo act: i	CHT block: i
> CC(=O)N1CCOc2ccc(S(=O)(=O)NCCc3cccc(C)c3)cc21
  CHT allo act: i	CHT block: i

Next section:
Below each compound: CHT allo act | CHT block
> Cc1cccc(CC(=O)Nc2c3c(nn2-c2cccc(Cl)c2)CS(=O)C3)c1 (stereo not given)
→ i | i
> CCOC(=O)C1(Cc2cccc(Cl)c2)CCCN(C(=O)c2cc(CC)on2)C1 (stereo not given)
→ i | i
> O=C(NCc1cccnc1)C1CCCN(S(=O)(=O)c2ccc(Cl)cc2)C1 (stereo not given)
→ i | i
> CC1(c2ccc3ccccc3c2)NC(=O)NC1=O (stereo not given)
→ i | i
> C/C(=N\NC(=O)CCC(=O)NCc1ccccc1)c1ccco1
→ i | i
> Cc1ncc([N+](=O)[O-])n1CCOC(=O)NC(NCc1ccccc1Cl)C(Cl)(Cl)Cl (stereo not given)
→ i | i
> COc1ccc(C2CC(c3ccccc3)Nc3nc(N)nn32)cc1 (stereo not given)
→ i | i
> Cc1ccc2c(c1)N(Cc1ccc3c(c1)OCO3)C(=O)C(C)O2 (stereo not given)
→ i | i
> O=C(Nc1cc(=O)[nH]c(=O)[nH]1)c1cc(Cl)ccc1Cl
→ i | i
> Cc1cc(C)c(C#N)c(Nc2ccc3c(c2)OCCO3)n1
→ i | i
> CC1(C)CC(=O)C(C=NCCN2CCN(C(=S)NC3CCCCC3)CC2)=C(O)C1
→ i | i
> O=C(Cn1ncc2c(=O)oc3ccccc3c21)N1CCCN(Cc2ccccc2F)C1
→ i | i
> C/C(=N\NC(=O)c1c(Br)c(C)nn1C)c1cccc(NC(=O)C2CCC2)c1
→ i | i
> CCCCC1(CC(=O)OCC)C(=O)N(c2ccccc2)N(c2ccccc2)C1=O
→ i | i
> COC(=O)c1ccc2c(c1)N(C)CCS2
→ i | i
> O=C(Cc1cccs1)N/N=C/C(Br)=C/c1ccccc1
→ i | i
> Cc1ccnc(N2CCCC(C(=O)Nc3nnc(C)s3)C2)n1 (stereo not given)
→ i | i
> Cc1ccc(SCc2ccc(C(=O)NCc3cccnc3)cc2)cc1
→ i | i
> CC1CCCN(CCCNC(=O)C2CC(=O)N(CCc3ccccc3)C2)C1 (stereo not given)
→ i | i
> O=C(COC(=O)CNC(=O)c1ccc(Br)cc1)Nc1nnc(-c2ccccc2)o1
→ i | i
> COc1ccc(C2C(C#N)=C(N)Oc3cc4c(cc32)OCO4)cc1 (stereo not given)
→ i | i
> O=C(CCNC(=O)C1CCN(S(=O)(=O)c2ccc(F)cc2)CC1)NCc1ccccc1
→ i | i
> Cc1ccc(CN2C(=O)CCC2C(=O)NCc2ccccc2Cl)cc1 (stereo not given)
→ i | i
> O=C(CN1CCCC1)N1c2ccccc2Sc2ccc(C(F)(F)F)cc21
→ i | i
> COc1ccccc1NC(=O)Nc1nc(CC(=O)NCc2ccc(F)cc2)cs1
→ i | i
> CC1=Nc2ccccc2/C1=C\c1nc(-c2ccc(F)cc2)oc1O
→ i | i
> COCC(C)n1c(SCc2ccc(C(=O)OC)o2)nc2ccccc2c1=O (stereo not given)
→ i | i
> O=C(NCC1CCCN(C(=O)c2cccnc2)C1)c1ccc(-c2ccccc2)cc1 (stereo not given)
→ i | i
> Cc1cc(C)nc(SC2c3cccc4cccc(c34)C2NS(=O)(=O)c2ccccc2)n1 (stereo not given)
→ i | i
> Cc1ccc(S(=O)(=O)CCc2nnc(NC(=O)C3CCCCC3)s2)cc1
→ i | i
> COc1cc(/C=C2/SC(=S)N(CC(=O)O)C2=O)ccc1OCC(=O)Nc1ccc(C)c(C)c1
→ i | i
> C[C@H](NC(=O)c1[nH]cnc1C(=O)Nc1ccccc1)C(=O)OC(C)(C)C
→ i | i
> CSc1ccc(/C=N/n2c(C)cc(C)cc2=O)cc1
→ i | i
> COc1ccc(/C(O)=C(\C#N)c2nc3ccccc3n2C)cc1OC
→ i | i
> NC(=S)NN=C1c2ccccc2-c2ccccc21
→ i | i
> CC(Sc1ccccc1)C(=O)Nc1ccc(S(=O)(=O)N2CCOCC2)cc1 (stereo not given)
→ i | i
> Cc1cccc(NC(=O)CCNC(=O)c2ccccc2)c1
→ i | i
> CCOC(=O)c1cccc(NC(=O)C2CCN(S(=O)(=O)c3cnc[nH]3)CC2)c1
→ i | i
> CCOc1ccc(CN(C(=O)c2ccco2)C2CCS(=O)(=O)C2)cc1 (stereo not given)
→ i | i
> CCCCc1nc2cc(C(=O)N3CCCCC3CC(=O)OCC)ccc2o1 (stereo not given)
→ i | i
> CCN(CC)C(=O)Cn1cc(C(=O)C(=O)NCc2cccnc2)c2ccccc21
→ i | i
> Cc1oc(=O)c(NC(=O)c2ccccc2)cc1C(N)=O
→ i | i
> COc1ccc(CCNC(=O)c2cc3ccccn3n2)c(OC)c1OC
→ i | i
> COc1cc(-c2nc(CN3CCCCC3CCNC(C)=O)c(C)o2)ccc1F (stereo not given)
→ i | i
> CC(C)C(=O)Nc1nnc(COc2ccc(Cl)cc2)s1
→ i | i
> COc1cccc(C(C2=C(O)CC(C)(C)CC2=O)C2C(=O)CC(C)(C)CC2=O)c1 (stereo not given)
→ i | i
> Cc1cc2c3c(c1)C1(C(=O)N3C(C)(C)CC2C)C(C#N)=C(N)OC2=C1C(=O)CC(C)(C)C2 (stereo not given)
→ i | i
> COc1ccc(-c2nnc(SCC(=O)Nc3cc(S(=O)(=O)N4CCCCC4)ccc3Cl)n2N)cc1
→ i | i
> COc1ccccc1-n1c(SCC(=O)Nc2cccc(C(=O)O)c2)nnc1-c1ccccc1O
→ i | i
> O=C(c1cc(-c2ccc(Br)cc2)on1)N1CCOCC1
→ i | i
> Cc1c(F)cccc1NS(=O)(=O)c1ccc2c(c1)NC(=O)CO2
→ i | i
> COc1ccccc1-c1cn[nH]c1-c1ccc(OCc2ccccc2F)cc1O
→ i | i
> COc1ccc2c(c1)c(/C=N/Nc1nc3ccccc3[nH]1)c(C)n2C
→ i | i
> COc1ccccc1CCN1CCCC(CN(C)Cc2ccc(OCCO)cc2)C1 (stereo not given)
→ i | i
> COC(=O)c1ccc(NC(=O)c2ccc(NC(=O)C3CCCO3)cc2)cc1 (stereo not given)
→ i | i
> Cc1cccc(C(=O)NCCCN(C)CCCNC(=O)c2cccc(C)c2)c1
→ i | i
> Cc1ccc(NC(=O)[C@@H](C)NC(=O)[C@@H]2Cc3ccccc3CN2)cc1
→ i | i
> Cc1ccc2nc(SCC(=O)N(CC(C)C)c3c(N)n(CC(C)C)c(=O)[nH]c3=O)[nH]c2c1
→ i | i
> COc1ccc(NC(=S)NCCN2CCOCC2)cc1
→ i | i
> CCSc1nc(C)c(C(C)=O)cc1C#N
→ i | i

In the list so far, these have a cyano group:
Below each compound: CHT allo act | CHT block
> COc1ccc(C2CC3(O)NC(=O)C(C#N)(C3C)C2(C#N)C#N)cc1 (stereo not given)
→ i | i
> Cc1cc(C)c(C#N)c(Nc2ccc3c(c2)OCCO3)n1
→ i | i
> COc1ccc(C2C(C#N)=C(N)Oc3cc4c(cc32)OCO4)cc1 (stereo not given)
→ i | i
> COc1ccc(/C(O)=C(\C#N)c2nc3ccccc3n2C)cc1OC
→ i | i
> Cc1cc2c3c(c1)C1(C(=O)N3C(C)(C)CC2C)C(C#N)=C(N)OC2=C1C(=O)CC(C)(C)C2 (stereo not given)
→ i | i
> CCSc1nc(C)c(C(C)=O)cc1C#N
→ i | i

Further entries follow.
Below each compound: CHT allo act | CHT block
> COc1ccc([C@@H]2[C@@H]3C(=O)N(C(C)(C)C)C(=O)[C@@H]3[C@]3(Cc4ccc(Cl)cc4)C(=O)N(c4cccc(C)c4)C(=O)N23)cc1
→ i | i
> COc1ccc(NC(=O)C23CCC(C)(C(=O)C2)C3(C)C)cc1 (stereo not given)
→ i | i
> O=C(CSC1=NS(=O)(=O)c2cc(F)ccc2N1)NCc1ccccc1
→ i | i
> Nn1c(SCc2ccccc2)nc2c(cnn2-c2ccccc2)c1=O
→ i | i
> COC(=O)C1Cc2c([nH]c3ccccc23)CN1 (stereo not given)
→ i | i
> Cn1c(N)c(C(=O)COC(=O)c2nc(Cl)ccc2Cl)c(=O)n(C)c1=O
→ i | i
> COCc1cc(C)nc(SCC(=O)N2CCC(C)CC2)c1C#N
→ i | i
> Cc1cccc(NC(=O)CNC(=O)c2cccs2)n1
→ i | i
> CC(=O)Nc1ccc(S(=O)(=O)Nc2nc3n(n2)C(c2ccccc2)CC(=O)N3)cc1 (stereo not given)
→ i | i
> COCCN(Cc1cc2cc3c(cc2nc1Cl)OCO3)C(=O)c1cccc(C)c1
→ i | i
> CC(Sc1ccc(Br)cc1)C(N)=O (stereo not given)
→ i | i
> CCn1cc(CN2CCc3c([nH]c4ccccc34)C2c2cccc(OC)c2)c(C)n1 (stereo not given)
→ i | i
> CCOc1ccc(CN2CCC(n3nccc3NC(=O)CCCc3ccccc3)CC2)cc1
→ i | i
> Cc1ccc(-n2ncc3c(SCC(=O)NNC(=O)c4ccco4)ncnc32)cc1
→ i | i
> O=C(NC1CCCCCC1)C1CCN(C(=O)Cc2ccccc2)CC1
→ i | i
> Cc1ccc(C(=O)O/N=C(\N)c2ccc(Br)cc2)cc1
→ i | i
> O=C(CCC1CCCN(C(=O)c2ccsc2)C1)NCc1ccc(F)c(F)c1 (stereo not given)
→ i | i
> Cc1ccc(SCC(=O)Nc2c(Br)cnn2C)cc1
→ i | i
> O=S(=O)(NC(=NC1CCCCC1)c1ccccc1F)c1ccccc1
→ i | i
> NCCCC[C@H]1CNC(=S)N1CC1(c2ccccc2)CC1
→ i | i
> COCCCNC(=S)NC(=O)c1ccc([N+](=O)[O-])cc1
→ i | i
> Cc1coc2cc3oc(=O)ccc3cc12
→ i | i
> Cc1c2c([n+]3n1CCC3)CC(C)(C)CC2=O
→ i | i
> COCCNC(=O)c1c(N)n(CCCn2ccnc2)c2nc3ccccc3nc12
→ i | i
> CC1(C)CC(=O)C2=C(C1)N(c1ccccc1)C(N)=C(C#N)C2c1cccnc1 (stereo not given)
→ i | i
> Cc1ccc(O)c(NC(=O)c2cc(-c3ccco3)on2)c1
→ i | i
> COc1cccc(NC(=S)N2CCN(C(c3ccccc3)c3ccccc3)CC2)c1
→ i | i
> O=C(CCNC(=O)c1ccc(Br)cc1)NNC(=O)c1ccccc1O
→ i | i
> O=c1c(-c2ccc(F)cc2)coc2cc(O)ccc12
→ i | i
> COC(=O)c1ccc(C2NC(=O)c3ccccc3O2)cc1 (stereo not given)
→ i | i
> O=C(NCCC1CCCCN1S(=O)(=O)c1ccc(F)cc1)C(=O)Nc1ccccc1 (stereo not given)
→ i | i
> C=C(C)CC1N(c2cccc(OC)c2)C(=O)C2C(C(=O)O)C3C=CC21O3 (stereo not given)
→ i | i

Screening results from PubChem BioAssay.
